PPARg SRC2 recr: agonists of PPARg-SRC-2 recruitment, primary screen, biochemical, HTS | Peroxisome proliferator-activated receptor gamma (Homo sapiens), P37231 | PPARgamma LBD-SRC-2 recruitment | activation, % at 8 µM | 200,000 compounds, 0.34% hits; in the data active = activation above about 22%;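 also: 0% = vehicle and 100% = reference agonist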
Target sequence (P37231 whole entry, looked up, the tested form may be a part): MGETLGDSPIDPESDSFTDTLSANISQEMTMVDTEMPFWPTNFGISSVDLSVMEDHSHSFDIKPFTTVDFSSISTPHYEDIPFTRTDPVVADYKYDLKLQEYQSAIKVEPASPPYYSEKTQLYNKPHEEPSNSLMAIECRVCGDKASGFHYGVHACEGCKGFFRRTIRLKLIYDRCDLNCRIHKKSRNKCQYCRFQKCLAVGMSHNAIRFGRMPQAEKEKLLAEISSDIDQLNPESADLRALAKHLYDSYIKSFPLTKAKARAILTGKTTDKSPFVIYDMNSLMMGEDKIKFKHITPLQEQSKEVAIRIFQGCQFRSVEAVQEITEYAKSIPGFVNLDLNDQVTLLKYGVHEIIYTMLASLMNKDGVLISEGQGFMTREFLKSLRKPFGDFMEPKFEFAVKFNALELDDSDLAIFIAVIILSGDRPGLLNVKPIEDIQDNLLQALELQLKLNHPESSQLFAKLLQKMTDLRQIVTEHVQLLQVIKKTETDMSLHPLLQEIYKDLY
bIAP inh: bovine intestinal alkaline phosphatase inhibitors, primary screen, selectivity assay for TNAP inhibitor project, biochemical, bovine IAP, CDP-star luminescence; alkaline phosphatase, intestinal [Bos taurus]; inhibition, % at 20 µM; 190,000 tested, under 10 active; purified bovine IAP, 30 min;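 active = over 50% inhibition of intestinal alkaline phosphatase at 20 µM in the single-dose screen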
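System: purified bovine intestinal alkaline phosphatase (IAP) enzyme; Input: IAP diluted 1/65,000,000 in the well; Measured by: CDP-star luminescence signal; Compound dosing: 20 µM single dose; Incubation: 30 min reaction at room temperature.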
S1P3 antag: S1P3 receptor antagonists, primary screen, cell-based | CHO S1P3 NFAT-BLA reporter, FRET fluorescence, antagonist mode | inhibition, % at 4.98 µM | 170,000 compounds, 0.27% hits | AID 485, 2006 | Sphingosine 1-phosphate receptor 3 (Homo sapiens), Q99500;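 active = inhibition above the plate cutoff, the mean inhibition of test wells on that plate plus 3 SD, cut at about 28% in these data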;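 also: cells challenged with S1P at its EC80 of 0.8 µM; blue over green emission ratio from cleaved BLA substrate after 4 h stimulation; 0% = S1P-stimulated wells and 100% = unstimulated DMSO-only wells; some compounds past the cut are filed as inactive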
Target sequence (Q99500 whole entry, looked up): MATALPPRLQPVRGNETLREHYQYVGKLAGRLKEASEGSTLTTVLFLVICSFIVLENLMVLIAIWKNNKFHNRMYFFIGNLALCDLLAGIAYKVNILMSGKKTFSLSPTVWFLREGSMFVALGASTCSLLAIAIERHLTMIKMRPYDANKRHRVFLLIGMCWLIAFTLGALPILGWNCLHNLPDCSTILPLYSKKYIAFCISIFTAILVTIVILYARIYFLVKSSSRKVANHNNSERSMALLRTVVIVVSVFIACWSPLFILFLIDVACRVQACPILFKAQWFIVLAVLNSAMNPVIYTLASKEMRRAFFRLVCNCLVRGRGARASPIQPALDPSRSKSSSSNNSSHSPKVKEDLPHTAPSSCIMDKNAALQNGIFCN
PPARg SRC-1 ag: PPARgamma agonists recruiting SRC-1 coactivator, primary screen, biochemical; Peroxisome proliferator-activated receptor gamma (Homo sapiens), P37231; PPARgamma-SRC-1 coactivator recruitment biochemical assay; activation, % at 8 µM; 200,000 compounds, 0.41% hits; in the data active = activation above about 19%;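 also: 0% = DMSO and 100% = reference agonist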
DTT redox prof: compounds producing H2O2 with reducing agent – biochemical, NIH compound library profiling, artefact control for MLSCN library redox annotation, primary screen; DTT-dependent redox cycling H2O2, phenol red/HRP absorbance; 100% = 100 µM peroxide control, 0% = buffer; activation, % at 10 µM; 200,000 compounds, 0.03% hits;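 active = activation of at least 50% relative to the plate's high and low controls in the primary single-dose screen; inactive = activation below 50%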;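 also: compound incubated with DTT at 0.8 mM final as the reducing agent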
RAM network inh: inhibitors of the yeast RAM network, primary screen, dse1pr::URA3 reporter, 5-FOA selection | S. cerevisiae dse1pr::URA3 reporter, 5-FOA growth OD615, 2 d; analog-sensitive cbk1-as2 kinase mutant strain | inhibition, % at 50 µM | 190,000 compounds, 1.8% hits | AID 868, 2007;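 active = inhibition above a set limit, 3 SD over mean compound inhibition, cut at about 8.4% in these data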;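 also: 0% = DMSO-only wells with no growth and 100% = 10 µM 1-NA-PP1 full growth; inhibition rescues growth on 5-FOA so higher OD means more RAM inhibition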
ROMK primary: ROMK potassium channel modulators, primary screen, cell-based, thallium flux, MLSMR library | ATP-sensitive inward rectifier potassium channel 1 (Homo sapiens), P48048 | Tet-inducible ROMK, thallium flux fluorescence; actives lie on both sides | B-score at 10 µM | 130,000 compounds, 2% hits | AID 1918, 2009;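 active = signal ratio slope over the read window, or its plate-corrected B-score, at least 3 SD from the plate mean, either direction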;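 also: B-score of the F/F0 ratio slope over 7 to 12 s after thallium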
PPARg SRC-3 ag: PPARgamma agonists recruiting SRC-3 coactivator, primary screen, biochemical. AID 731, 2007. activation, % at 8 µM. biochemical PPARgamma/SRC-3 coactivator recruitment assay. 200,000 compounds, 0.26% hits; in the data active = activation above about 23%;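 also: 0% = DMSO and 100% = reference agonist; some compounds past the cut are filed as inactive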
Lmaj promast: Leishmania major promastigote growth inhibition, primary screen; Leishmania major promastigotes, resazurin fluorescence viability; inhibition, % at 10 µM; 200,000 compounds, 9% hits; AID 1063, 2008; in the data active = inhibition above about 50%;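 also: promastigotes grown with compound for 44 hours at 28 °C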
Efa HMGR inh: inhibitors of E. faecalis class II HMGR, primary screen, biochemical, Enterococcus faecalis | inhibition, % at 10 µM | purified E. faecalis HMGR, NADPH absorbance 340 nm kinetic | 190,000 compounds, 0.41% hits;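 active = inhibition above a set limit, the median over all tested compounds plus 3 SD, cut at about 9.5% in these data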;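 also: enzyme runs in reverse so mevalonate oxidation gives rising NADPH absorbance; 0% = complete reaction with DMSO and 100% = background rate lacking mevalonate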
TR-FRET SRC-2 ct: TR-FRET signal artefacts, primary screen, artefact control for PPARgamma SRC-2 agonist project, biochemical | TR-FRET artefact counter-screen; stronger effect = higher value | TR-FRET ratio at 8 µM | 200,000 compounds, 0.4% hits | AID 1049, 2008; in the data active = TR-FRET ratio above about 2000; also: inactives centre near 1500
* hit, by the source's call; x = not tested or not shown.

SMILES	PPARg SRC2 recr	bIAP inh	S1P3 antag	PPARg SRC-1 ag	DTT redox prof	RAM network inh	ROMK primary	PPARg SRC-3 ag	Lmaj promast	Efa HMGR inh	TR-FRET SRC-2 ct
Clc1ccc(CN2C3=NCCN3c3ccccc32)cc1Cl	5	-11	11	7	1.2	1.7	-2.8*	1	65*	-7	1680
O=C(c1cccs1)N1CCC(c2nc3ccccc3s2)CC1	-16	-1	11	0	2.2	1.6	-0.86	-12	-6	-2	1419
Clc1cccc(CNCCNCc2cccc(Cl)c2)c1	2	8	-11	-4	-0.8	0.8	-2.7	-2	75*	-9	1480
CCn1c(=O)cc(SCC(=O)NCC2CCCO2)c2ccccc21 (stereo not drawn)	50*	3	-6	31*	1.2	2.0	-0.29	66*	27	-2	2825*
COc1ccc(C(CC(=O)NCCN2CCOCC2)NS(=O)(=O)c2ccc(C)cc2)cc1 (stereo not drawn)	5	-1	x	0	0.1	2.5	2.5	-2	-3	3	1337
CCOC(=O)c1nnn(-c2nonc2-n2cccc2)c1CN1CCCCC1	-1	0	-51	-1	1.3	0.5	x	-1	8	-2	1603
O=C(O)CCC(=O)N1CCOc2ccc(Cl)cc21	4	1	-19	5	0.1	1.2	-0.19	5	-2	-5	1575
CC1(C)CC(=O)C(=CN2CCN(C(=O)c3ccco3)CC2)C(=O)C1	2	4	-14	-6	-0.7	0.2	x	12	-1	-3	1717
Cc1ccc(NC(=O)c2cc(-c3ccc(C)o3)nc3ccccc23)nc1	-7	9	-15	-5	3.4	-0.6	x	-4	7	-1	1612
Cc1cc(C)n(CC(O)CN2C(=O)NC(C)(C)C2=O)n1 (stereo not drawn)	-6	3	x	-5	0.2	0.6	1.3	0	-3	1	1342
O=C(CCCc1nc(-c2ccccc2)no1)NCc1cccnc1	2	6	-10	0	-2.2	2.6	0.54	-1	-7	0	1313
O=C(O)CCc1ccc(-c2ccc(Cl)cc2)n1CCC(=O)O	2	-2	x	0	2.2	1.2	x	3	-9	0	1553

Three entries already listed, ordered by their value in RAM network inh, lowest first.
SMILES	bIAP inh	S1P3 antag	DTT redox prof	RAM network inh	ROMK primary	PPARg SRC-3 ag	Efa HMGR inh
Clc1cccc(CNCCNCc2cccc(Cl)c2)c1	8	-11	-0.8	0.8	-2.7	-2	-9
CCn1c(=O)cc(SCC(=O)NCC2CCCO2)c2ccccc21 (stereo not drawn)	3	-6	1.2	2.0	-0.29	66*	-2
O=C(CCCc1nc(-c2ccccc2)no1)NCc1cccnc1	6	-10	-2.2	2.6	0.54	-1	0

Continued.
SMILES	PPARg SRC2 recr	bIAP inh	S1P3 antag	PPARg SRC-1 ag	DTT redox prof	RAM network inh	ROMK primary	PPARg SRC-3 ag	Lmaj promast	Efa HMGR inh	TR-FRET SRC-2 ct
O=[N+]([O-])c1ccc(NNC(=S)Nc2ccccc2)cc1	3	22	x	1	1.1	-0.2	0.32	-10	53*	0	1421
CC(C)OP(=O)(OC(C)C)C(Nc1ccccn1)c1ccc(F)cc1 (stereo not drawn)	7	4	0	10	0.0	-0.6	0.55	2	-2	-2	1294
Cc1ccc(Cl)c(NC(=O)CN(C)CC(=O)Nc2ccc(F)c(F)c2F)c1Cl	-6	-26	-2	7	-0.3	-0.5	0.38	-2	1	-3	1674
CCOC(=O)C1(CCCc2ccccc2)CCN(C(=O)C(C)n2cncn2)CC1 (stereo not drawn)	-5	0	-6	2	-1.3	1.6	x	1	1	0	1657
CC(=O)c1ccc(NC(=O)C2CC(=O)N(C(C)C)C2)cc1 (stereo not drawn)	-6	0	6	1	-1.0	0.4	-0.043	2	-6	-4	1708
O=C(O)c1ccc(COc2ccccc2[N+](=O)[O-])o1	-9	x	12	0	0.0	-0.8	x	-4	0	-5	1443
COc1ccc(C(=O)OCCOc2ccccc2C(C)=O)c(O)c1	7	-5	-9	9	-1.2	11*	0.073	9	19	1	1637
COc1ccc([N+](=O)[O-])cc1NC(=O)Nc1ccc(OC)c(OC)c1	13	0	-6	20	-1.4	0.1	x	11	14	-3	1680
Nc1nc(-c2sc3nc4c(cc3c2N)CCCC4)nc(N2CCOCC2)n1	8	-36	-16	4	-0.3	5.9	0	9	47	-5	1693
COc1ccc(C(=O)/C=C/C(=O)N(Cc2ccccc2)C(C(=O)NC2CCCCC2)c2ccncc2)c(O)c1 (stereo not drawn)	-2	32	-2	-6	0.1	0.3	-2.4	2	93*	-1	1682
O=C(CSc1nnc(-c2ccccn2)n1Cc1ccco1)c1ccccc1	8	5	x	0	-1.0	6.9	-0.48	-3	1	-6	1536
CC(=O)N1SC(N)=NC1c1ccccc1 (stereo not drawn)	0	3	11	-1	-0.3	2.1	-0.24	15	1	1	1512
Cc1ccc(S(=O)(=O)n2nc(-c3ccco3)nc2N)cc1	0	-4	-14	5	-0.2	-1.2	0.65	-1	46	0	1556
CCN(CC)C(=S)NC(=O)Cc1ccccc1	1	3	-3	-3	-1.0	3.3	-0.19	0	5	3	1642
COc1ccc(CCNc2nc(N3CCCCC3)nc(N3CCCCC3)n2)cc1OC	2	7	48	-2	0.3	0.7	x	-2	95*	-1	1478
CCCc1nnc2n1N=C(c1ccc(OC)c(OC)c1)CS2	4	12	-11	-4	1.9	2.1	x	6	0	-3	1382
COc1ccc2[nH]c(=O)c(CN(Cc3cccnc3)C(=S)NCC3CCCO3)cc2c1 (stereo not drawn)	-4	-12	-12	-2	-0.2	1.5	-0.19	-1	5	-7	1514
COc1cc(OC)cc(OCC(O)Cn2cnc(-c3ccccc3)c2)c1 (stereo not drawn)	16	12	-2	-5	-0.3	0.0	-0.65	5	13	-4	1608
C/C(=N\NC(=O)c1ccoc1C)c1cccnc1	6	31	7	-2	-0.1	0.6	x	2	-4	-5	1429
Cc1nc2ccccc2nc1OCC(=O)NCc1ccc2c(c1)OCO2	-3	6	-21	3	1.6	0.8	x	-5	3	-3	1447
Cc1ncoc1C(=O)N1CCCC(C(=O)c2ccc3c4c(cccc24)CC3)C1 (stereo not drawn)	-7	8	7	-2	-2.1	1.1	-0.6	0	6	-1	1636
CCC(CC)C(=O)Nc1cccc(/C(C)=N/NC(=O)c2c(Br)cnn2C)c1	-5	1	x	1	-3.2	1.1	x	-3	-2	3	1562
CCOC(=O)C1CCN(C(=O)c2ccc(Br)o2)CC1	6	-6	-17	-2	2.6	0.4	x	17	-6	2	1500
O=C(c1ccco1)N1N=C(C2CCCCC2)CC1(O)C(F)(F)F (stereo not drawn)	5	1	-20	-6	-0.6	1.1	-1.7	4	16	-3	1738
CC(=O)c1cc(C(=O)c2ccccc2)sc1Nc1ccccc1	12	-4	1	4	-0.6	12*	-0.81	0	2	4	1643
CC(C)c1ccc(C(=O)N2CCCN(C(=O)c3ccc(C(C)C)cc3)CC2)cc1	5	5	2	5	-0.7	-0.1	-1	5	5	-4	1644
CCc1ccc(CC)c(S(=O)(=O)Nc2ccc(C(=O)O)c(O)c2)c1	6	3	-13	6	2.2	0.8	0.23	-4	-8	-5	1561
COc1cccc(NC(=O)CSc2nnc(COc3ccc4c(c3)CCCC4)o2)c1	5	3	15	-1	0.5	12*	0.12	2	-2	-1	1531
N=c1oc2ccc3ccccc3c2cc1C(N)=S	0	19	-4	-5	0.7	-0.4	1.9	4	1	2	1404
CCc1[nH]nc2c1C(c1ccsc1)C(C#N)=C(N)O2 (stereo not drawn)	5	10	x	7	0.9	3.1	-4.3*	1	27	-4	1592
Cc1ccccc1N1CC(O)(c2ccccc2)[N+]2=C1SCC2 (stereo not drawn)	-2	12	2	-2	0.0	0.9	x	2	10	-5	1480
CN(c1ccccc1)S(=O)(=O)c1cccc(NC(=O)Cn2cnc3ccccc3c2=O)c1	2	10	x	-5	0.4	2.2	-0.93	-6	98*	1	1471
O=C(COC(=O)c1ccccn1)NC1CCCCC1	7	8	x	6	0.1	-1.9	x	15	-5	-3	1461
CC1CN(C(=O)C(C)Sc2nnnn2C)CC(C)O1 (stereo not drawn)	9	3	-4	2	-0.3	0.3	0.12	6	-9	-4	1649
O=C(CSc1nnc(COc2ccc(Cl)cc2)n1Cc1ccco1)c1ccccc1F	4	4	-52	4	-0.1	6.2	x	-4	-5	0	1649
COc1cccc(-n2nnc3c(=O)n(C/C=C/c4ccccc4)cnc32)c1	7	22	-21	-4	0.1	2.2	x	-2	-5	-3	1483
O=C(c1ccccc1Nc1ccc(SC(F)F)cc1)N1CCCCC1	2	13	x	0	1.7	7.5	x	8	1	-6	1515
Cc1noc(C)c1C(=O)OCC(=O)Nc1c(F)cccc1F	13	-4	-20	3	-0.2	1.6	0.44	3	-7	-6	1682
CCOC(=O)NNC(=O)C1CCC(C)CC1 (stereo not drawn)	10	12	-11	8	-0.1	2.5	-0.32	0	-4	-3	1625
O=C(/C=C\Nc1ccc2c(c1)OCO2)c1cccs1	1	17	-2	-4	-0.5	1.0	-0.18	1	9	-3	1538
CCN(c1ccc(NC(=O)COC(=O)c2cc3ccccc3oc2=O)cc1)C(C)C	-1	10	-44	0	-0.6	1.5	0.22	4	1	-4	1718
COc1ccc(C(=O)NCC(=O)NCC2COc3ccccc3O2)cc1 (stereo not drawn)	-3	13	x	-6	-0.9	2.2	-0.34	-6	4	-2	1455
Cc1ccc2c(C)c(C(=O)Nc3cccnc3)oc2c1	4	10	x	9	0.0	-0.5	-0.68	1	6	0	1592
Cc1ccc(C)c2[nH]c(=O)c(CN(Cc3ccco3)C(=S)NCC3CCCO3)cc12 (stereo not drawn)	7	-15	10	2	0.0	2.0	-2.4	3	59*	-1	1798
OC(CN=c1sc2ccccc2n1CC(O)COc1ccccc1)COc1ccccc1 (stereo not drawn)	3	0	x	-2	0.0	1.5	0.1	4	63*	-2	1606
CCN1CCN(CCCNC(=O)C(=O)c2c(C)[nH]c3ccccc23)CC1	7	-2	5	10	0.1	0.1	0.3	4	-6	1	1718
CCOC(=O)c1c(-c2ccccc2)nc2ccc(C)cn12	9	-4	x	3	-2.8	0.1	x	6	13	-5	1405

Random draw from the library, and some 13% of all compounds hit somewhere here.
